Screening results deposited in PubChem by National Center for Advancing Translational Sciences (NCATS).
AmpC no deterg: AmpC beta-lactamase inhibition without detergent | AmpC nitrocefin hydrolysis, absorbance 480 nm, 0.0001% Triton | Potency, µM (top dose mostly 57.1 µM), for inactives: top-dose activity change, negative = inhibition, usual class: inhibitors | 330,000 tested, 0.52% active | AID 485341;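 further: potency means the concentration at half of the fitted maximal effect; plate controls were no compound for no effect and no enzyme for full effect; nearly all actives have a fitted effect of over 20% in size; some results filed as inactive show a strong effect at the top dose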
Target sequence (P00811 whole entry, looked up): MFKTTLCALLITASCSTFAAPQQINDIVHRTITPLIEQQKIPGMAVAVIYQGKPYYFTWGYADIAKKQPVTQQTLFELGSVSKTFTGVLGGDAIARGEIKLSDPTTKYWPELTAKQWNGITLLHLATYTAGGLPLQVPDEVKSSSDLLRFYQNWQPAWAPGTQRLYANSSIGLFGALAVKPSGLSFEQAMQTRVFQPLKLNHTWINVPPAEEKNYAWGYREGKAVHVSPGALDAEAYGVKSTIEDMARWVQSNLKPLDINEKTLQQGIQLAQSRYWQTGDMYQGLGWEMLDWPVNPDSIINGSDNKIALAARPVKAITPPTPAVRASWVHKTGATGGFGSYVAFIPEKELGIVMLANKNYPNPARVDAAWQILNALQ
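20 mM phosphate pH 7.0 + 0.01% (detergent screen) or 0.0001% Triton X-100; 5.3 nM AmpC reagent; cpd preinc 15 min RT; nitrocefin (800 uM stock) to start; A480 q20 s × 4 min; Activity was normalised to no-enzyme and no-compound control wells.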
AmpC detergent: inhibitors of E. coli AmpC beta-lactamase with detergent; P00811; AmpC hydrolysis of nitrocefin, absorbance 480 nm, 0.01% Triton; Potency, µM (highest dose often 114 µM), inactives show at the top dose activity change, negative = inhibition, usual class: inhibitors; 370,000 tested, 0.041% active;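 further: potency means the concentration at half of the fitted maximal effect; 0% = no-compound wells and -100% = no-enzyme wells; nearly all actives have a fitted effect of over 25% in size; some results filed as inactive show a strong effect at the top dose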
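AmpC (5.3 nM in the dispensed reagent) in 20 mM phosphate pH 7.0 with 0.01% (detergent screen) or 0.0001% Triton X-100 was preincubated with compounds for 15 min at room temperature. Nitrocefin was then added from an 800 uM solution, and hydrolysis was followed at 480 nm.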
AMA1-RON2 inh: inhibitors of Plasmodium falciparum AMA1-RON2 interaction; AlphaScreen AMA1-biotinylated RON2 peptide binding; Potency, µM (highest dose often 58.2 µM), for inactives: top-dose activity change, negative = inhibition, hits mostly inhibitors; 360,000 tested, 0.2% active;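 further: potency means the concentration at half of the fitted maximal effect; 0% = vehicle wells and -100% = peptide control; nearly all actives have a fitted effect of over 45% in size; some results filed as inactive show a strong effect at the top dose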
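AMA1 (3D7) with his tag at 25 nM final met compounds first, then biotinylated RON2 peptide at 25 nM; detection used donor plus acceptor beads, 10 µg/mL apiece, read by AlphaScreen after 30 min at room temperature.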
Tb PYK inh: blocks Trypanosoma brucei pyruvate kinase; 410,000 tested, 0.12% active; TbPYK enzyme, Kinase-Glo Plus ATP luminescence, 45 min; Potency, µM (doses to about 76.8 µM), for inactives: at the top dose activity, negative = inhibition, usual class: inhibitors; Q57TT1; further: potency means the concentration at half of the fitted maximal effect; nearly all actives have a fitted effect of over 50% in size
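Enzyme and substrate buffer are dispensed first and compound is pin-transferred. ADP at 130 uM final then starts the reaction, which runs 45 min at room temperature. Detection reagent is added for 10 min before luminescence is imaged.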
HCMV antiviral: inhibitors of human cytomegalovirus; HFF cells, HCMV-luciferase reporter, 72 h; hits give low values; activity change, negative = inhibition, % at 57.5 µM; 410,000 tested, 4.5% active; in the data active means activity change below about -60%; inconclusive means no clear call, values can overlap the other calls; inactive means above about -39%
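Human foreskin fibroblasts infected with luciferase-reporter HCMV at MOI 1 PFU/cell, compounds at two doses. Luciferase measured 72 h post infection; normalized to buffer-only basal and Salinomycin (10uM) controls.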
HCV inhibitor: inhibitors of hepatitis C virus infection; Huh7.5.1 HCVcc-Cre infection, luciferase reporter, 44 h; Potency, µM (top dose mostly 41.8 µM), for the others: at the highest dose activity change, negative = inhibition, actives largely listed as inhibitors; 340,000 tested, 3.4% active; further: potency means the concentration at half of the fitted maximal effect
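Infectious HCV cell culture screen: compound-treated cells (1,000/well, pre-plated 4 h) are infected with HCVcc-Cre at roughly 0.5 moi and grown 44 h. Infection is quantified by luciferase signal after 15 min substrate incubation at room temperature.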
LmPK inh: inhibitors of Leishmania mexicana pyruvate kinase; purified LmPK, Kinase-Glo ATP luminescence, 1 h; Potency, µM (doses to about 57.5 µM), for the others: at the highest dose activity change, negative = inhibition, usual class: inhibitors; 290,000 tested, 0.37% active; AID 1721; further: potency means the concentration at half of the fitted maximal effect
Target sequence (Q27686 whole entry, looked up): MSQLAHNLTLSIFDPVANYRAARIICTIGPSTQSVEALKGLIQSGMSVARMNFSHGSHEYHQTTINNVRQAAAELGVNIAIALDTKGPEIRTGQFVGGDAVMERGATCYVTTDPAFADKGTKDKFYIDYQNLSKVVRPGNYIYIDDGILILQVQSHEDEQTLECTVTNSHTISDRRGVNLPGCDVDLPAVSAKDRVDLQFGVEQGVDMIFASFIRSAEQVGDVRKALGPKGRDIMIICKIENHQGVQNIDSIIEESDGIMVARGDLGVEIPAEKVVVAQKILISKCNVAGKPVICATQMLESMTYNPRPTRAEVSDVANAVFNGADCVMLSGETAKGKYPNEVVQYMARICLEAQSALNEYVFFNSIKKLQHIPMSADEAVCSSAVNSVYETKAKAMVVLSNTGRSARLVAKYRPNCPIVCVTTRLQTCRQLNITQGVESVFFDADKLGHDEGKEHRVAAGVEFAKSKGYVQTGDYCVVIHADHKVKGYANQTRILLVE
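qHTS format; LmPK 0.1 nM; substrates PEP 0.5 mM and ADP 0.1 mM. One-hour room-temperature incubation, then coupled luciferase luminescence; 0.5 nM enzyme wells mark activation.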
* marks the source's active call; other numbers are inactive results; ? = inconclusive; · = not tested or not shown; [ ] = dose if it differs, or a comment. Unless noted, the call rests on the fitted dose curve; in most records, active means well fitted curve in the direction sought with a large enough effect; inconclusive means small, poorly fitted or top-dose-only effect, or another doubt; inactive means no such curve, though single readings can be large; an effect the other way counts as inactive or inconclusive. Unless noted, on the % scale 0 is the no-effect control and ±100 the full control effect.

SMILES | AmpC no deterg | AmpC detergent | AMA1-RON2 inh | Tb PYK inh | HCMV antiviral | HCV inhibitor | LmPK inh
Cc1oc(-c2cccc(Cl)c2)nc1CN1CCC(C(=O)NCCCN2CC(C)CC(C)C2)CC1 (stereo not drawn) | 15% | 0% | -4% | -7% | · | 1.1µM* | -4%
COc1ccc2cc(Br)ccc2c1CC(=O)NCC1CCCO1 (stereo not drawn) | -9%[2.29 µM] | 0% | 0% | 0% | -12 | -22% | 4%
COc1ccc(/C=C/C(=O)N2CCN(S(=O)(=O)/C=C/c3ccccc3)CC2)cc1OC | -1% | -9% | 0% | -1% | 10 | -11% | 2%
NC(=O)C1(N2CCCCC2)CCN(C(=O)c2ccc(C#Cc3ccccc3)o2)CC1 | 174%[activator] | -6% | -3% | -2% | 2 | -5% | -3%
COc1ccc(CNS(=O)(=O)c2ccc3c(c2)N(C)CCO3)cc1 | -21% | -2% | -2% | 2% | -21 | ? | 2%
Cc1sc2nc3n(c(=O)c2c1C)Cc1ccccc1-3 | -2% | 1% | · | · | · | · | ?
COc1cccc(OCC(O)CN2CCOCC2)c1 (stereo not drawn) | -1% | -13% | 6% | -1% | -9 | -3% | 1%
O=C(OCC(=O)N1CCCC1=O)c1cc(Cl)ccc1O | -12% | -18% | 16% | 1% | 5 | -3% | ·
N#CCSc1nc(-c2ccccc2)c2cc(Cl)ccc2n1 | -11% | ? | 12% | -5% | -30 | -2% | 2%
Cc1ccc(NC(=O)CSc2nnc(Cn3cnc4ccccc43)o2)c(C)c1 | 18% | -7% | 17% | -5% | 52 | -2% | 2%
Cc1cc2[nH]c(=O)cc(-c3ccccc3)n2n1 | -21% | -3% | 47%[activator] | -4% | 44 | 3% | 0%
Cc1cc(C)cc(NC(=O)c2cc(S(=O)(=O)N3CCOCC3)cn2C)c1 | · | 20% | · | -1% | 24 | · | ·
CCOC(=O)CN(C)C(=O)C1CCCN1C(=O)OC(C)(C)C (stereo not drawn) | · | · | -3% | 2% | -2 | -5%[8.37 µM] | ·
O=C(COC(=O)c1ccc([N+](=O)[O-])s1)NC(=O)NCc1ccccc1 | -48% | 4% | -19% | 3% | 19 | -6% | 4%
CC(OC(=O)CSc1ccc([N+](=O)[O-])cc1)C(=O)NC1CC1 (stereo not drawn) | -7% | -15% | -1%[11.6 µM] | -7% | -15 | 5% | ·
CCN(CC)C(=O)CN1C(=O)C2(NC(=O)c3ccccc3N2)c2ccccc21 (stereo not drawn) | -12% | -3% | -3% | -3% | 10 | 5% | -1%
Oc1ccc(/C=N/Nc2ccnc3cc(Cl)ccc23)cc1O | 11µM* | -8% | 2% | 2% | -60* | ? | 6%
CCOC(=O)C1=C(O)/C(=C/c2ccc(OCC(=O)Nc3ccc(C)cc3)cc2)N=C1C | -19% | 7% | -12% | 1% | 43 | -3% | -4%
O=C(C1Cc2ccccc2O1)N1CCCCC1 (stereo not drawn) | -14% | -13% | -6% | 5% | -1 | 4% | -4%
O=C(NCc1ccncc1)C(=O)NC1CC1 | -10% | 5% | -3% | -1% | 3 | 1% | 3%

In a second layout: results already given
SMILES	AmpC no deterg	AmpC detergent	AMA1-RON2 inh	Tb PYK inh	HCMV antiviral	HCV inhibitor	LmPK inh
Cc1cc(C)cc(NC(=O)c2cc(S(=O)(=O)N3CCOCC3)cn2C)c1	·	20%	·	-1%	24	·	·
CCOC(=O)CN(C)C(=O)C1CCCN1C(=O)OC(C)(C)C (stereo not drawn)	·	·	-3%	2%	-2	-5%[8.37 µM]	·
O=C(COC(=O)c1ccc([N+](=O)[O-])s1)NC(=O)NCc1ccccc1	-48%	4%	-19%	3%	19	-6%	4%
CC(OC(=O)CSc1ccc([N+](=O)[O-])cc1)C(=O)NC1CC1 (stereo not drawn)	-7%	-15%	-1%[11.6 µM]	-7%	-15	5%	·
CCN(CC)C(=O)CN1C(=O)C2(NC(=O)c3ccccc3N2)c2ccccc21 (stereo not drawn)	-12%	-3%	-3%	-3%	10	5%	-1%

Additional compounds
SMILES | AmpC no deterg | AmpC detergent | AMA1-RON2 inh | Tb PYK inh | HCMV antiviral | HCV inhibitor | LmPK inh
CNC(=O)Cn1cc(S(=O)(=O)Cc2ccccc2F)c2ccccc21 | · | -5% | · | 3%[15.4 µM] | 0 | · | ·
CN(C)/C=N/C(=S)Nc1cc(Cl)cc(Cl)c1 | 5% | 7% | 23% | 0% | -33 | -5% | 5%
CCC(Oc1ccccc1)C(=O)Nc1ccc(S(=O)(=O)NCC2CCCO2)cc1 (stereo not drawn) | 0% | -14% | 11% | 4% | -40 | ? | 4%
CCOC(=O)N1CCN=C1SCc1ccc(Cl)c(Cl)c1 | 29% | -12% | 11% | -1% | ? | -16% | 3%
O=C(O)c1ccccc1CSc1ccccn1 | -13% | -1% | 11% | -1% | -17 | -5% | -6%
O=C1c2cnccc2CN1Cc1ccccc1 | -7% | -21% | 3% | -9% | 19 | 4% | 1%
CCN(CC)CC(=O)Nc1ccc(-c2ccc(NC(=O)CN(CC)CC)c(OC)c2)cc1OC | -15% | 2% | -16% | 0% | -12 | 1.8µM* | 4%
Cc1ccc(-c2nc3scc(CCNS(=O)(=O)c4c(C)noc4C)n3n2)cc1 | · | -5% | · | 2% | 146 | · | ·
Cc1cccc(OCCC(=O)Nc2ccccc2C(N)=O)c1 | -8% | 6% | -6% | 8% | -22 | -10% | -5%
CCCCN(CC)CCNc1c(NC2CCN(C(=O)OCC)CC2)c(=O)c1=O | -11% | -9% | 4% | -7% | ? | 11% | -1%
CCCCCCCCCCCC(=O)N1CC(=O)NC(=O)C1 | 54% | 9% | 3% | 5% | 18 | 5% | 1%
C[C@H]1CN([C@@H](C)CO)C(=O)Cc2cc(NC(=O)Cc3ccccc3)ccc2O[C@H]1CN(C)S(=O)(=O)c1cccs1 | 196%[activator] | · | 3% | -1% | 10 | -8% | ·
CCSc1ccccc1C(=O)Nc1nncs1 | 2% | 5% | -7% | 1% | 39 | -14% | 1%
OC[C@@H]1CN(Cc2ccc(F)cc2)C[C@H](n2cnc3c(NCc4ccc(F)cc4)ncnc32)O1 | · | · | -8% | 0% | ? | · | ·
Cc1onc(-c2ccccc2)c1C(=O)NCCc1ccc(S(N)(=O)=O)cc1 | -8% | 0% | 9% | -14% | 4 | 3% | 3%
O=[N+]([O-])c1cc([N+](=O)[O-])c(Oc2ccc(F)cc2F)cc1NN1CCCCC1 | -15% | -19% | -8% | 3% | -11 | 6% | -1%
Cc1ccccc1OCC(O)Cn1c(NCc2ccco2)nc2c1c(=O)n(C)c(=O)n2C (stereo not drawn) | 82%[activator] | -14% | -6% | 0% | 0 | ? | 11%
CCOc1ccc(C2C(C#N)=C(C)NC3=C2C(=O)c2ccccc23)cc1 (stereo not drawn) | -5% | -2% | 8% | -5% | ? | -10% | 3%
c1ccc2c(CNC3CCCCC3)c[nH]c2c1 | -2% | ? | -4% | 1% | -29 | 4% | 3%
C=CCn1c(-c2cccn(Cc3ccc(Cl)cc3Cl)c2=O)n[nH]c1=S | 1% | 4% | 53%[activator] | ? | -22 | 1% | -11%
Cc1ccc(NC(=O)CCS(=O)(=O)c2ccccc2)cc1S(=O)(=O)N1CCCCCC1 | -18% | ? | 5% | 3% | -25 | -27% | ·
C=CCNC(=O)CSc1nc2cc(C(=O)OCC)ccc2n1CC | 0% | -8% | -6% | 4% | -3 | -17% | 6%
CC(C)(C)N1CC(C(=O)Nc2ccc(C(N)=O)cc2)CC1=O (stereo not drawn) | · | · | 6% | 5% | 11 | · | ·
Cc1ccc(NC(=S)N(Cc2ccccc2)Cc2cccs2)c(C)c1 | -14% | 8% | 4% | -4% | 3 | -8% | 7%
COc1ccc(NC(=O)c2c(Nc3ccccc3)sc(C(=O)c3ccc(F)cc3)c2N)cc1 | -45% | -6% | -15% | 2% | -83* | 6.3µM* | 8%
COc1ccc(Cl)cc1NC(=O)c1cc(S(=O)(=O)N2CCC(C)CC2)cn1C | · | 2% | · | 0% | 7 | · | ·
Fc1ccccc1N1CCN(C2CCCN(Cc3ccccc3C(F)(F)F)C2)CC1 (stereo not drawn) | 22% | ? | -10% | 3% | -1 | -22% | -1%
COc1ccc(C(=O)c2c[nH]c(C(=O)NCc3ccco3)c2)cc1 | -9% | 3% | -4% | -7% | 41 | -17% | 1%
COc1ccc2[nH]cc(CCNC(=O)c3ccccc3Cl)c2c1 | -16% | -4% | -5% | -3% | -84* | 5% | 0%
COc1ccc(-c2[nH]ncc2-c2cscn2)c(O)c1 | -22% | ? | 13% | 1% | -23 | -4% | 5%
CCn1c(=O)cc(OCC(=O)NCCCN2CCC(C)CC2)c2ccccc21 | 3% | ? | 3% | -2% | 106 | -3% | 4%
COc1ccc(NC(=O)CCc2nnc3ccc(N4CCN(c5cccc(OC)c5)CC4)nn23)cc1 | 70% | -5% | -10% | -3% | ? | 3% | 1%
Cc1ccccc1C(=O)NCC(=O)OCCOc1ccc(C(C)C)c(C)c1 | 27% | ? | -10% | -1% | -18 | 18% | ·
Cc1ccc(NC(=O)C2CCCO2)c(Br)c1 (stereo not drawn) | · | · | 6% | -1% | 16 | 12% | ·
CCN1C[C@@H]2[C@@H]3C(=O)N(Cc4ccccc4)C(=O)[C@@H]3[C@](CC)(C1=O)N2C(=O)c1ccc(Br)cc1 | · | · | 4% | -1% | -9 | 15% | ·
CC(=O)NCc1ccc(-c2csc(NC(=O)CCc3nc4ccccc4c(=O)[nH]3)n2)s1 | ? | · | 0% | -16% | 19 | ? | ·
Cc1csc(NC(=O)c2ccc(Cl)nc2)n1 | -18% | -9% | 8% | 1% | 109 | 4% | -2%
CCOc1ccc2oc(-c3ccccc3)c(C(=O)N3CCN(C)CC3)c2c1 | 165%[activator] | -14% | -10% | 4% | 37 | 5% | 5%
Cc1ccc(-c2cnc(C(O)c3ccc(C)cc3)[nH]2)cc1 (stereo not drawn) | · | · | 2% | 0% | ? | · | ·
COc1ccc(C(=O)CCC(=O)O)cc1 | -12% | 4% | -8% | -4% | -12 | 7% | 8%
CC(=Nc1ccccc1)C1=C(O)C(Cc2cccc(F)c2)NC1=O (stereo not drawn) | · | · | -8% | 9% | -72* | · | ·
C=CCC1c2cccc(C(=O)O)c2C(=O)N1c1ccc(F)cc1 (stereo not drawn) | · | 0% | -4% | 4% | 17 | 10% | 5%
CCc1ccc(-n2c(=O)c3sc4ccccc4c3n(CC(=O)N(CC)Cc3ccccc3)c2=O)cc1 | · | 0% | · | -2% | 7 | · | ·
O=C(CCc1nnc(-c2ccsc2)o1)N1CCCCC1CCn1ccnc1 (stereo not drawn) | -4% | -3% | -3% | -9% | -25 | 2% | 6%
